Yeast superoxide – yeast age-related superoxide inhibition as caloric restriction mimetic; S. cerevisiae aged cells, superoxide DHE fluorescence; hits give low values; superoxide response (% of plate mean), % at 10 µM; 0.18% of 330,000 active; AID 2690;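 active = superoxide response under a set limit, about three screen SD below normal, cut at about 65% in these data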;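 note: yeast aged for seven days with compound at 30 °C before DHE staining; 100% = average MFI of all compound-treated wells on the plate with controls excluded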
GASC-1 inh – blocks human GASC-1 demethylase activity. GST-JMJD2C(1-420) H3K9me3 demethylation, DELFIA europium. inhibition, % at 2.35 µM. 0.069% of 330,000 active;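 active = more than half of a compound's replicate wells show inhibition beyond 50%, single wells judged on their own value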;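 note: signal counts dimethyl H3K9 product captured on neutravidin plate; 0% = median of DMSO wells and 100% = 0.3 times that DMSO median; strong numbers were not always called active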
Target sequence (Q9H3R0 1-420 limits assumed): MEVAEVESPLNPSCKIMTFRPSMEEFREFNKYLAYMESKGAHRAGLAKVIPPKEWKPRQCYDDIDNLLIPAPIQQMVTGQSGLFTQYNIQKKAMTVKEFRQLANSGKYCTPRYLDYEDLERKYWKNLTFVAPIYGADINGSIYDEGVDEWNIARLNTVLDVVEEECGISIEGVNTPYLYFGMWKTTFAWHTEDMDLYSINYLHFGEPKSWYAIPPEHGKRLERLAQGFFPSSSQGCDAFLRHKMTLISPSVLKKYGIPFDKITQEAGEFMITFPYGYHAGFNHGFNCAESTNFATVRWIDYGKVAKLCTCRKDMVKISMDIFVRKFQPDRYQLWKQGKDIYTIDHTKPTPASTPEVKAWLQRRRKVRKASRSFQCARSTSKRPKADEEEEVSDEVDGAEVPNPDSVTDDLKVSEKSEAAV
Starred values were filed as active, the others as inactive. Not all compounds are listed; rates above refer to the full screens.

SMILES | Yeast superoxide | GASC-1 inh
CC(=O)Nc1ccc(NC(=O)COC(=O)COc2ccc3ccccc3c2)cc1 | 123.8 | 9.7
Cc1ccc(C(=O)OCC(=O)NCCc2ccc(S(N)(=O)=O)cc2)o1 | 107.8 | -5.6
Cc1ccc(C(=O)Nc2ccccc2-c2ccccc2)cc1S(=O)(=O)Nc1ccccc1 | 112.3 | 4.8
CCN(c1ccccc1)S(=O)(=O)c1ccc(C(=O)Nc2c(C)n(C)n(-c3ccccc3)c2=O)cc1 | 84.4 | -4.3
CCN(C[C@H]1N[C@@](CC)(C(=O)OC)[C@H]2C(=O)N(Cc3ccccc3)C(=O)[C@@H]12)C(=O)NC(C)C | 84.0 | -24.2
C#CCOCCOCCOCCNc1nc(N2CCN(C(=O)[C@H](CO)n3cc([C@@H](N)C(C)C)nn3)CC2)nc(N2CCN(C(=O)[C@H](CCC(=O)O)n3cc([C@@H](N)[C@H](C)CC)nn3)CC2)n1 | 106.0 | -25.6
O=C(Nc1nnc(-c2ccccc2Cl)s1)c1ccccc1F | 98.0 | 1.1
CC[C@H]1C/C=C\Cc2ccccc2[C@H](C(=O)C[C@@H](O)CC(C)=O)OC1=O | 90.0 | -11.3
COc1ccc(S(=O)(=O)N2CCCCC2)cc1C(=O)N1CCCC1 | 107.7 | -5.2
COC(=O)C(NC(=O)CCc1c(C)nc2c(c(C)nn2-c2ccccc2)c1C)C(C)C (stereo not given) | 99.5 | -0.1
CS(=O)(=O)c1ccc(C(=O)OCC(=O)NC(=O)C2COc3ccccc3O2)cc1[N+](=O)[O-] (stereo not given) | 122.2 | -2.8
CCc1sc(C(=O)Nc2ccc(OC)c(S(=O)(=O)N3CCOCC3)c2)cc1C | 88.5 | 2.5

Some of these compounds in order of molar mass, lowest first.
SMILES | Yeast superoxide | GASC-1 inh
O=C(Nc1nnc(-c2ccccc2Cl)s1)c1ccccc1F | 98.0 | 1.1
COc1ccc(S(=O)(=O)N2CCCCC2)cc1C(=O)N1CCCC1 | 107.7 | -5.2
CC[C@H]1C/C=C\Cc2ccccc2[C@H](C(=O)C[C@@H](O)CC(C)=O)OC1=O | 90.0 | -11.3
Cc1ccc(C(=O)OCC(=O)NCCc2ccc(S(N)(=O)=O)cc2)o1 | 107.8 | -5.6
CC(=O)Nc1ccc(NC(=O)COC(=O)COc2ccc3ccccc3c2)cc1 | 123.8 | 9.7
CCN(C[C@H]1N[C@@](CC)(C(=O)OC)[C@H]2C(=O)N(Cc3ccccc3)C(=O)[C@@H]12)C(=O)NC(C)C | 84.0 | -24.2

Later entries
SMILES | Yeast superoxide | GASC-1 inh
OCCN(CCO)c1nc(N2CCCCC2)c2nc(N(CCO)CCO)nc(N3CCCCC3)c2n1 | 75.7 | -3.1
C/C(=N\NC(=O)Cc1ccc([N+](=O)[O-])cc1)c1cccnc1 | 109.4 | 0.5
COc1cc(NC(=O)c2ccc(OCc3c(C)noc3C)c(OC)c2)cc(OC)c1 | 86.7 | -12.1
O=C(O)Cn1c(=O)c2c3c(sc2n(Cc2ccc(Cl)cc2Cl)c1=O)CCCC3 | 99.1 | 0.8
CN(C)c1ccc(NC(=O)COC(=O)c2ccc3c(c2)OCO3)cc1 | 81.2 | -2.4
CSCCC(NC(=O)c1ccco1)C(=O)NNC(=O)c1n[nH]c(=O)c2ccccc12 (stereo not given) | 87.0 | 2.5
CCOc1ccc(CCNC(=O)COC(=O)c2ccc[nH]c2=O)cc1OCC | 93.6 | -6.0
O=C(CCNC(=O)c1ccccc1Cl)NN=Cc1ccco1 | 90.0 | -1.3
COc1ccccc1CN1CC(C(=O)NCCn2nc(C)cc2C)CCC1=O (stereo not given) | 94.2 | 4.3
CSc1ccccc1C(=O)OCC(=O)NCCN1C(=O)CSC1=O | 94.8 | -10.1
CCN(c1ccccc1)S(=O)(=O)c1ccc(C(=O)NC2CCN(Cc3ccccc3)CC2)cc1 | 75.5 | -9.2
O=C(COC(=O)c1cc(Cl)nc(Cl)c1)NCc1ccc2c(c1)OCO2 | 114.9 | 6.4
Cn1c(=O)c2c(ncn2CC(=O)OCC(=O)Nc2ccc(F)cc2Cl)n(C)c1=O | 96.2 | -0.1
CC(Oc1ccc2c(-c3ccccc3)cc(=O)oc2c1)C(=O)N1CCOCC1 (stereo not given) | 94.5 | 2.3
Cc1nn(C)c(C)c1NS(=O)(=O)c1c(C)n[nH]c1C | 99.7 | -131.8
C[C@]12c3[nH]c4ccccc4c3CCN1C(=O)C(CC(=O)NCCc1ccccn1)C[C@@H]2C(=O)N1CCCCC1 (stereo not given in full) | 110.1 | -15.2
COc1ccc(CC(=O)OCC(=O)NC2CCCC(C)C2C)cc1OC (stereo not given) | 101.8 | -3.5
CC1CCN(C(=O)COC(=O)c2cc3ccccc3oc2=O)CC1 | 98.3 | 1.3
O=C(COC(=O)COc1ccccc1F)NC1CC1 | 82.3 | -9.7
O=C(CN1C(=O)NC2(CCCCCC2)C1=O)NCc1ccccc1 | 83.1 | -5.8
OCCNc1ncnc2c1cnn2Cc1ccccc1 | 99.0 | 2.9
O=C(COC(=O)c1cc(=O)[nH]c2ccccc12)NCCc1ccccc1 | 90.6 | 2.6
Cc1ccc(CN2CCN(C(=O)c3cccc4ccccc34)CC2)cc1 | 102.7 | -9.3
COc1ccc(N2CCN(C(=O)c3cc(-c4ccc(F)cc4)[nH]c3C)CC2)cc1 | 102.0 | -0.7
CN(C)c1ccc(-c2ccc3oc(-c4ccsc4)cc(=O)c3c2)cn1 | 97.3 | 17.5
Cc1ccccc1OCC(=O)OCC(=O)NCc1ccc2c(c1)OCO2 | 108.2 | -3.9
O=C(Nc1ccccc1C(=O)Nc1ccccn1)c1cc(F)c(F)cc1Cl | 102.2 | -9.4
Cc1ccsc1C(=O)OCc1nnc(-c2ccccc2)o1 | 103.9 | 2.1
O=C(O)Cn1cc(/C=N/Nc2ccc([N+](=O)[O-])cn2)c2ccccc21 | 102.9 | -0.5
CCOC(=O)c1c(SC)n(-c2ccccc2)c(=S)n(-c2ccccc2)c1=O | 94.4 | 1.5
CCCn1c(SCC(=O)NC(=O)NCc2ccccc2)n[nH]c1=O | 99.0 | -0.9
OCCC1CN(Cc2ccc(F)cc2)CCN1CCCc1ccccc1 (stereo not given) | 98.7 | -3.3
Cc1ccc(Nc2ccc([N+](=O)[O-])cn2)cc1Cl | 96.3 | 14.5
Cc1cc(OCC(=O)N(C)Cc2ccccc2)ccc1Br | 95.6 | -5.8
COc1cc2c(C#CCCCO)c(-c3ccsc3)oc(=O)c2cc1OC | 79.9 | 19.5
CC(C)[C@H](NC(=O)c1ccco1)C(=O)OCC(=O)c1ccc(Br)s1 | 109.0 | -8.8
CC1CC(C)CN(C(=O)C(C)N2CCN(S(=O)(=O)c3ccc(Br)s3)CC2)C1 (stereo not given) | 101.1 | -7.1
CCN(CC)S(=O)(=O)c1ccc(C(=O)NNC(=O)C2COc3ccccc3O2)cc1 (stereo not given) | 123.8 | 11.6
S=C(NCCc1cccc(Cl)c1)NCc1ccccc1 | 116.5 | -5.3
Cc1cc(C)cc(C(=O)NCC(=O)OCC(=O)NC2CC2)c1 | 83.9 | 2.1
CCOc1ccc(NC(=O)CC(Cc2cc(C)cc(C)c2)C(=O)O)cc1 (stereo not given) | 109.6 | -1.5
Cc1ccc(Cn2c(CCC(=O)O)nc3ncccc3c2=O)cc1 | 118.5 | 2.9
CCOC(=O)c1ccc(S(=O)(=O)N2CCN(CC(O)COc3cccc(C(C)=O)c3)CC2)cc1 (stereo not given) | 96.0 | 5.3
CC(C)(C)OC(=O)NCc1ccc(NC(=O)c2nc[nH]c2C(=O)NCCCCNC(=O)c2[nH]cnc2C(=O)Nc2ccc(CNC(=O)OC(C)(C)C)cc2)cc1 | 94.7 | 0.6
Cc1cc(NC(=O)COC(=O)CNS(=O)(=O)c2c(F)cc(F)cc2Br)no1 | 84.3 | 3.2
Cc1n[nH]c(=O)c2c1nnn2Cc1ccccc1Cl | 95.9 | 3.6
Cc1ccccc1NC(=O)CSc1nc2ccccc2c(=O)n1C | 99.3 | 23.0
CCCn1c2ccccc2c2cnn(CC(=O)NC(C)CC)c(=O)c21 (stereo not given) | 93.9 | 0.5
C#CCOCCOCCOCCNc1nc(N2CCN(C(=O)[C@H](CCCN=C(N)N)n3cc(C(N)[C@H](C)CC)nn3)CC2)nc(N2CCN(C(=O)[C@H](CCCN=C(N)N)n3cc(C(N)[C@@H](C)CC)nn3)CC2)n1 (stereo not given in full) | 100.1 | 23.7
Cn1c(=O)oc2cc(S(=O)(=O)Nc3ccccc3O)ccc21 | 95.7 | 6.9
COc1ccc(NS(=O)(=O)c2cccc(C(=O)NN=Cc3ccc(OC)c(O)c3)c2)cc1 | 117.8 | -1.6
CC(C)(C)OC(=O)NCc1ccc(NC(=O)c2nc[nH]c2C(=O)NCCNC(=O)c2[nH]cnc2C(=O)Nc2ccc(CNC(=O)OC(C)(C)C)cc2)cc1 | 98.6 | -1.9
Cc1ccc([C@H]2C(C(=O)O)=CC[C@@H](c3cccs3)N2S(=O)(=O)c2ccc(C)cc2)cc1 | 102.3 | 7.8
O=C(C1COc2ccccc2O1)N1CCN(c2ccc(C(F)(F)F)cn2)CC1 (stereo not given) | 113.0 | -4.8
O=C(O)COCC(=O)Nc1ccc2c(c1)oc1ccccc12 | 91.8 | -1.5
CC(C)NC(=O)[C@@H]1CSC2c3ccccc3C(=O)N21 (stereo not given in full) | 102.9 | 3.0
O=C(COC(=O)c1ccc(S(=O)(=O)NCc2ccco2)cc1)NCc1ccccc1 | 110.0 | 12.5
CCN(c1cccc2ccccc12)S(=O)(=O)c1cccs1 | 119.0 | 1.2
CCOC(=O)Nc1cccc(OCC(=O)Nc2ccc3c(c2)CCC3)c1 | 93.9 | -3.2
Cc1ccc2c(c1)-n1c(nc3ccccc3c1=O)C(Cc1ccc(O)cc1)NC2=O (stereo not given) | 77.3 | 4.2

New compounds follow.
SMILES | Yeast superoxide | GASC-1 inh
O=C(Cc1ccc(Br)cc1)OCC(=O)c1ccc[nH]1 | 89.2 | 4.7
C=CCOc1ccc(/C=C\c2nc(O)c([N+](=O)[O-])c(=O)[nH]2)cc1OC | 101.2 | -10.2
Cc1c(O[C@@H]2O[C@H](CO)[C@@H](O)[C@H](O)[C@H]2O)c(CO)c(O[C@@H]2O[C@H](CO)[C@@H](O)[C@H](O)[C@H]2O)c2c1O[C@@H](c1ccccc1)C[C@@H]2O | 102.8 | -0.6
C[C@H](CO)N1C[C@H](C)[C@@H](CN(C)Cc2ccncc2)Oc2ccc(NC(=O)CCCCCC(=O)Nc3ccccc3N)cc2C1=O | 108.3 | 3.0
Cc1cc(C)n(-c2ccc(C(=O)OCC(=O)N3CCN(c4ccccc4)CC3)cc2)n1 | 120.1 | 18.6
Cc1nc(C)n(C(C)CNC(=O)c2ccco2)n1 (stereo not given) | 103.4 | 8.1
Cc1cccc(C(=O)OCC(=O)c2csc(N3CCCCC3)n2)c1[N+](=O)[O-] | 94.7 | 4.1
COc1ccc(NC(=O)CSc2nncs2)cc1S(=O)(=O)N1CCCCC1 | 85.7 | -13.8
CC[C@@]1(C(=O)OC)N[C@H](CN(C)C(=O)Nc2ccc(C)cc2)[C@@H]2C(=O)N(Cc3ccccc3)C(=O)[C@@H]21 | 123.5 | 20.1
O=C(c1cccc(O)c1)N1CCN(C(=O)C2CC2)CC1 | 95.6 | -0.9
O=C(COC(=O)c1cnc(Cl)c(Cl)c1)NC1CC1 | 102.5 | 0.7
O=C(Oc1ccccc1)N1CCN(C(=O)c2ccco2)CC1 | 117.9 | 8.3
COc1cc([C@H]2OC[C@H]3[C@@H]2CO[C@@H]3c2ccc(O[C@H]3O[C@H](CO)[C@@H](O)[C@H](O)[C@H]3O)c(OC)c2)ccc1O[C@@H]1O[C@H](CO)[C@@H](O)[C@H](O)[C@H]1O | 107.0 | 3.2
COC(=O)[C@]1(C)N[C@H](CN(C)C(=O)Nc2ccc(OC)cc2)[C@@H]2C(=O)N(Cc3ccccc3)C(=O)[C@@H]21 | 110.1 | 25.6
COc1ccc2c(c1)OC[C@H]1[C@H]2N2C(=O)CNC(=O)[C@@]2(C)[C@H]1c1ccccc1 | 87.4 | 59.2*
O=C(Nc1cc(S(=O)(=O)N2CCCCC2)ccc1Cl)C1COc2ccccc2O1 (stereo not given) | 107.9 | 5.5
COCCN(Cc1ccccc1)C(=O)C1CCN(C(=O)Nc2ccccc2)CC1 | 99.2 | 9.1
Cc1c(NC(=O)c2cccs2)cccc1NC(=O)c1cccs1 | 107.1 | -3.4
Cc1cccc(C(=O)OCC(=O)c2ccc3c(c2)OCCO3)c1O | 105.0 | -2.2
C=CC[C@H](CC(=O)OC(C)(C)C)C(=O)OC[C@H]1CCCN1C(=O)[C@H](CC=C)CC(=O)N(CCO)Cc1ccccc1 | 88.4 | -1.8
Cc1ccc(Cl)cc1NC(=O)C(=O)N/N=C/c1ccc2c(c1)OCO2 | 74.7 | 1.9
Cc1ccc(S(=O)(=O)N(C)CC(=O)NNC(=O)CCNS(=O)(=O)c2cccc(C)c2)cc1 | 102.6 | -3.2
Cc1cccc(NS(=O)(=O)c2ccc(C(=O)NCCCN3CCOCC3)cc2)c1C | 105.6 | 9.7
CCN(c1ccccc1)S(=O)(=O)c1cc(C(=O)NCC(c2ccco2)N2CCCCC2)ccc1C (stereo not given) | 93.5 | -0.4
COc1ccccc1NS(=O)(=O)c1ccc(C)c(C(=O)Nc2cc(C)on2)c1 | 109.3 | -2.7
NC(=O)c1ccc(NC(=O)CN2C(=O)NC3(CCCCCCC3)C2=O)cc1 | 83.3 | -5.2
COc1ccccc1OCCC(=O)Nc1ccc2c(c1)OCO2 | 86.6 | 6.1
CCC[C@@H](CN1CCC[C@H]1CN1C(N)=NC[C@H]1CC(C)C)N1C[C@@H](Cc2ccccc2)N(CCc2ccc(Cl)c(Cl)c2)C1=N | 99.6 | 8.2
Cn1c(=O)c2c(nc(Oc3ccccc3N)n2C)n(C)c1=O | 97.5 | -1.6

Assay outcomes (PubChem BioAssay)
